Screens as filed in PubChem BioAssay.
H9c2 TAG inh: inhibitors of triacylglycerol accumulation. 0.66% of 230,000 active. H9c2 cells, Nile Red lipid (TAG) fluorescence; cells loaded with 200 µM oleic acid. inhibition, % at 12.5 µM;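 active = pattern-corrected inhibition of lipid staining of at least 50% with the nuclear-stain viability signal not falling by more than 50%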;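 note: 0% = DMSO wells and 100% = triacsin C control wells; some results filed as inactive read as strong as hits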
H9c2 TAG inh DAPI viability: recorded beside H9c2 TAG inh, whose call it bears; DAPI nuclei signal change (viability), lower = more cytotoxic, %;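 whole-well DAPI fluorescence read on a plate reader as a viability signal; minus 50 percent equals half of cells still viable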
The depositor's hits bear a star. An excerpt; the hit share may differ from the screen's.

SMILES	H9c2 TAG inh	H9c2 TAG inh DAPI viability
COc1cc(CCCN2CCNC[C@H]2Cc2ccc(O)cc2)cc(OC)c1OC	-9	-2
Cc1ccc(-n2c(SCC(=O)NCc3ccc4c(c3)OCO4)nnc2-c2cccnc2)c(C)c1	-13	7
CCn1c(=O)c([N+](=O)[O-])c(NCC2CCCO2)c2ccccc21 (stereo not given)	-8	1
CSCCC(NC(=O)c1ccco1)C(=O)Nc1ccc(C)cn1 (stereo not given)	11	-2
C[C@H]1CN([C@@H](C)CO)S(=O)(=O)c2ccc(Br)cc2O[C@@H]1CN(C)Cc1ccccc1	-23	17
Cc1cc(C)nc(SCc2cn3c(C)cccc3n2)n1	10	0
COc1ccc(S(=O)(=O)Nc2cccc3c2O[C@H](CN(C)Cc2ccc(Cl)c(Cl)c2)[C@@H](C)CN([C@H](C)CO)C3=O)cc1	-1	-5
CCN(CC(=O)Nc1ccc(NC(C)=O)cc1)C(=O)C1CC1	-4	-6
C=CCNC(=S)/C(=C(/[O-])c1ccccc1Br)[n+]1ccccc1	7	-8
COc1ccc(-c2sc3ccccc3c2C#CC2(O)CCCCC2)cc1	6	17
COc1cccc(/C=N/NC(=O)c2ccc3nc[nH]c3c2)c1O	7	-1
O=C(Nc1nnc([C@H]2C[C@H](O)[C@@H](CO)O2)s1)Nc1ccccc1Oc1ccccc1	9	8
CC(/C=N/NC(=O)c1ccco1)=C\c1ccccc1	-4	4
COc1ccc(Br)c(C(=O)OCC(=O)NC2CCCCCCC2)c1	-10	2
Cc1cccn2c(=O)nc(SCC(=O)NCc3ccc4c(c3)OCO4)nc12	-2	-1
COCC(C)NS(=O)(=O)c1ccc(NC(=O)C(Cc2ccccc2)NC(N)=O)cc1 (stereo not given)	5	-6
CCOCc1nnc(NC(C)=O)s1	-7	-10
CCc1ccc(C(=O)OCC(=O)NCCNC(=O)COC(=O)c2ccc(CC)cc2)cc1	22	-2
Nc1c(Cl)cc(C2=NCCn3c2c2ccc([N+](=O)[O-])cc2[n+]3[O-])cc1Cl	12	-9
COc1ccccc1OCc1ccc(C(=O)Nc2ccccc2)cc1	11	-12
CC1(c2ccccc2Br)NC(=O)N(CC(=O)NC2CCCCC2)C1=O (stereo not given)	-9	4
CCCOc1ccc(-c2nnc(-c3ccncc3)o2)cc1	-3	-1
O=C(NCC1CC1)c1ccc2c3n(nc2c1)-c1ccccc1CO3	-10	9
CC(C)Oc1ccc(C(=O)NCCCNC(=O)c2cccnc2)cc1	-1	0
O=C1NC(=S)NC1(c1ccccc1)c1ccccc1	2	-4

Other structures:
SMILES	H9c2 TAG inh	H9c2 TAG inh DAPI viability
Cc1cc(-c2nnc(SCC(=O)NC3CC3)n2C(C)C)cs1	-4	-1
COc1ccc(C(=O)OCC(=O)Nc2ccc(N3CCOCC3)cc2)cc1OC	9	0
O=C1c2ccccc2-c2c1c1ccccc1c(=O)n2-c1ccccc1	11	1
Cc1cccc2c(=O)c(C(=O)NCCc3ccccc3)c[nH]c12	-4	4
O=C1c2cccc(Sc3ccccc3)c2C(=O)c2c(Sc3ccccc3)cccc21	78*	-2.6*
CC(C)(C)C(=O)O/N=C(\N)c1ccc(Br)cc1	1	0
c1ccc(OCCSc2nnnn2C2CCCCC2)cc1	-12	12
O=C(O)C(Cc1ccccc1)NS(=O)(=O)c1ccc2c(c1)OCCO2 (stereo not given)	-1	-1
COCOCCn1cc(CN2CCS(=O)(=O)N(Cc3ccc(-c4cccc(CO)c4)cc3)C(C)C2=O)nn1 (stereo not given)	5	-5
Oc1ccc(/C=N/n2cc(-c3ccccc3)[nH]c2=S)cc1	23	5
Cc1noc(C)c1COc1ccccc1C(=O)N(C)Cc1ccco1	-21	-1
OCc1cn(-c2ccccc2)nn1	10	-5
Cc1cc(Cl)ccc1Oc1ncc(-c2ccc(Cl)cc2)cn1	-10	6
Cc1[nH]c2ccccc2c1SCC(=O)N1CCCCCC1	-7	-3
C=C(C)CSc1nc2c(c(=O)[nH]c(=O)n2C)n1Cc1ccccc1	-11	3
CCOC(=O)c1c(NC(=O)/C=C/c2ccco2)sc(C)c1C	6	7
Cc1ccc(/C=c2\sc3n(c2=O)CN(c2ccc(Br)cc2)CN=3)o1	-18	3
CC(=O)c1sc(NC(=O)C(C)C)nc1C	20	-18
Cc1ccc(C(=O)NCC(=O)Nc2ccncc2)cc1	-14	2
CSc1nc(N)nc2c1ncn2CC(=O)N[C@H](C)c1cccc2ccccc12	4	-9
CCOc1cccc(/C=N/NC(=O)C2CCCC2)c1O	17	-2
CCOc1ccc(NC(=O)Cn2nnc(C(=O)NCc3ccco3)c2N)cc1	5	6
C1=C(c2ccccc2)Nc2ncnn2C1c1ccccc1 (stereo not given)	-14	-4
CCC(C)C(=O)Nc1nc(C)c(-c2csc(Nc3cc(OC)ccc3OC)n2)s1 (stereo not given)	25	2
COc1cccc(-n2c(Cc3cc(=O)[nH]c(=O)[nH]3)nnc2SCC(=O)N2CCCCCC2)c1	11	-19

17 consecutive records already listed:
SMILES	H9c2 TAG inh	H9c2 TAG inh DAPI viability
COCOCCn1cc(CN2CCS(=O)(=O)N(Cc3ccc(-c4cccc(CO)c4)cc3)C(C)C2=O)nn1 (stereo not given)	5	-5
Oc1ccc(/C=N/n2cc(-c3ccccc3)[nH]c2=S)cc1	23	5
Cc1noc(C)c1COc1ccccc1C(=O)N(C)Cc1ccco1	-21	-1
OCc1cn(-c2ccccc2)nn1	10	-5
Cc1cc(Cl)ccc1Oc1ncc(-c2ccc(Cl)cc2)cn1	-10	6
Cc1[nH]c2ccccc2c1SCC(=O)N1CCCCCC1	-7	-3
C=C(C)CSc1nc2c(c(=O)[nH]c(=O)n2C)n1Cc1ccccc1	-11	3
CCOC(=O)c1c(NC(=O)/C=C/c2ccco2)sc(C)c1C	6	7
Cc1ccc(/C=c2\sc3n(c2=O)CN(c2ccc(Br)cc2)CN=3)o1	-18	3
CC(=O)c1sc(NC(=O)C(C)C)nc1C	20	-18
Cc1ccc(C(=O)NCC(=O)Nc2ccncc2)cc1	-14	2
CSc1nc(N)nc2c1ncn2CC(=O)N[C@H](C)c1cccc2ccccc12	4	-9
CCOc1cccc(/C=N/NC(=O)C2CCCC2)c1O	17	-2
CCOc1ccc(NC(=O)Cn2nnc(C(=O)NCc3ccco3)c2N)cc1	5	6
C1=C(c2ccccc2)Nc2ncnn2C1c1ccccc1 (stereo not given)	-14	-4
CCC(C)C(=O)Nc1nc(C)c(-c2csc(Nc3cc(OC)ccc3OC)n2)s1 (stereo not given)	25	2
COc1cccc(-n2c(Cc3cc(=O)[nH]c(=O)[nH]3)nnc2SCC(=O)N2CCCCCC2)c1	11	-19

Next part:
SMILES	H9c2 TAG inh	H9c2 TAG inh DAPI viability
Cc1ccc(C)c(OCC(=O)Nc2ccc(S(=O)(=O)N3CCN(C)CC3)cc2)c1	11	-4
c1ccc(Cc2ccc(OCCn3cncn3)cc2)cc1	19	-11
CC1(C(=O)Nc2cnc3ccccc3c2)CCN1C(=O)C/C=C/c1ccccc1 (stereo not given)	5	-4
CCOC(=O)c1c(C)[nH]c(C(=O)Nc2ccc(NC(C)=O)cc2)c1C	4	8
COc1cc(C(=O)NC(=S)NC(C)C)cc(OC)c1OC	-6	3
CCOc1ccc(C(C)=O)cc1CN1C(=O)NC2(CCCCC2C)C1=O (stereo not given)	16	-17
COC(=O)Nc1ccc(S(=O)(=O)N(C)CC(F)(F)C(F)F)cc1	-17	1
Cc1ccc(NS(=O)(=O)c2cccc(C(=O)NCC3(N(C)C)CCCCC3)c2)cc1	8	0
CCN(CC)CCN(C(=O)c1ccc(S(=O)(=O)N2CCCC2)cc1)c1nc2cc(C)cc(C)c2s1	9	4
O=C(CCC(=O)Nc1ccc(F)cc1)N/N=C/c1ccncc1	0	8
CCc1nnc(NC(=O)C2(C)COC(c3ccccc3)OC2)s1 (stereo not given)	-3	3
COc1ccc(C(=O)NCc2ccc3c(c2)OCO3)cc1	-3	1
O=C(Nc1ccc(Cl)cc1)N1CCOCC1	-4	1
COc1ccc([C@H]2CC(=O)C=C(/C=C/c3ccccc3)C2)cc1	-36	4
O=C1C2C3C=CC(CC3)C2C(=O)N1/N=C/c1ccco1 (stereo not given)	3	13
O=C1CC(N2CCN(c3ncccn3)CC2)C(=O)N1CCc1ccccc1 (stereo not given)	5	-9
CN(CCC#N)C(=S)Nc1ccc(Oc2ccccc2)cc1	1	-13
O=c1c(N2CCOCC2)nsn1Cc1ccccc1	-2	-1
Clc1ccc(-c2csc(-c3cccnc3)n2)s1	7	-2
CC1Cc2ccccc2N1C(=O)c1ccc(F)c(S(=O)(=O)N2CCOCC2)c1 (stereo not given)	-9	-3
CC(C)c1ccc(C(O)c2cnc(C(C)C)n2C)cc1 (stereo not given)	-26	6
Cc1cc(C)cc(CC(=O)N2CCC2(C)C(=O)NS(=O)(=O)c2ccc(C#N)cc2)c1 (stereo not given)	6	5
Cc1cccc(NC(=O)C2C3CCCCC32)c1 (stereo not given)	-2	4
COC(=O)C1=C(C)N(Cc2ccc3c(c2)OCO3)C(=O)C1	-6	1
Cc1cccc(NS(=O)(=O)c2ccc(C(=O)NCC(C)(C)N3CCOCC3)cc2)c1C	0	-5

Continuation.
SMILES	H9c2 TAG inh	H9c2 TAG inh DAPI viability
CCOc1ccc(OCCOC(=O)C2CCN(S(=O)(=O)c3ccc(C)c(C)c3)CC2)cc1	0	8
Cc1ccc(NC(=O)NC(=O)CSc2n[nH]c(N)n2)c(C)c1	-3	9
O=C(c1cnn(-c2ccc(Cl)cc2)c1)c1ccccc1O	-29	4
O=C(Cn1cnc([N+](=O)[O-])n1)NCc1ccccc1	5	2
Cc1ccc(CN/C=C/C(=O)c2ccc(Br)cc2)cc1	-9	-8
COCCCNc1nc2nonc2nc1N1C[C@H]2CC[C@H]1C2	-9	1
CCCCCC(=O)Nc1ccc(C(=O)COC(=O)CN2C(=O)NC3(CCCC3)C2=O)cc1	-1	-2
O=C(CC1C=CCC1)Nc1ccccc1 (stereo not given)	-4	12
Oc1ccc(Cn2ccnc2)c2cccnc12	3	-5
CC(=O)OCC12COC3c4ccccc4OC(C)(CC1C)C3C2C (stereo not given)	-6	-2
O=C(CSC1=NS(=O)(=O)c2cc(Cl)ccc2N1)Nc1ccccc1F	4	0
O=C(CS(=O)(=O)c1ccccc1)N1CCN(c2ccccc2)CC1	-4	-1
Cc1cc(C)c(NC(=O)Cn2c([N+](=O)[O-])cnc2C)c(C)c1	0	4
COC(=O)c1ccc(NC(=S)NC(=O)c2c(-c3ccccc3)noc2C)cc1	8	2
COc1ccc(C(=O)OCC(=O)Nc2ccc(OC)c(S(=O)(=O)N3CCCCC3)c2)cc1[N+](=O)[O-]	-14	0
Cc1ccc(OCC(=O)NNC(=O)c2ccc3c(=O)n4c(nc3c2)CCC4)cc1	-2	-2
Cc1c(C)[n+](=O)c(-c2cccs2)c(C)n1[O-]	-3	8
COc1cc2c(C#Cc3cccnc3)c(-c3ccsc3)oc(=O)c2cc1OC	27	-11
O=C(NCc1cccnc1)c1ccc(Cl)c(S(=O)(=O)N2CCCCCC2)c1	1	-1
CCOCc1cnc(C)nc1NCC(=O)c1c(C)[nH]c2ccccc12	2	1
CN(C)C(=O)COC(=O)c1ccccc1NC(=O)c1ccco1	11	-5
CN1CCN(CCCNC(=O)c2cn(C3CCCCC3)c(=O)c3c2c2ccccc2n3C)CC1	14	6
CS(=O)(=O)N1CC(C(=O)O)Oc2ccc(CC(=O)O)cc21 (stereo not given)	-12	12
O=C(NC(c1ccc(-c2ccccc2)cc1)c1cnccn1)C1CCN(CCOc2ccc(Cl)cc2Cl)CC1 (stereo not given)	2	4
CC(C)c1ccccc1OCC(=O)Nc1cc(S(=O)(=O)N2CCOCC2)ccc1N1CCCC1	-18	-7

Quoted at random: 2 records from the list.
SMILES	H9c2 TAG inh	H9c2 TAG inh DAPI viability
O=C(CS(=O)(=O)c1ccccc1)N1CCN(c2ccccc2)CC1	-4	-1
Cc1ccc(CN/C=C/C(=O)c2ccc(Br)cc2)cc1	-9	-8

The results go on.
SMILES	H9c2 TAG inh	H9c2 TAG inh DAPI viability
Cn1nc(-c2ccccc2)cc1NS(=O)(=O)c1ccccc1	4	1
Cc1ccc2nc(C)cc(N/N=C/c3ccccc3O)c2c1	2	12
O=S(=O)(c1ccc(Br)cc1)c1nc(-c2ccco2)oc1NCCCn1ccnc1	-5	5
CCN(CC)S(=O)(=O)c1cccc(C(=O)N[C@H](C(=O)OCC(=O)Nc2ccccc2)C(C)C)c1	-8	2
CCOc1ccc(N2CC(C(=O)Nc3ccc4c(c3)OCO4)CC2=O)cc1 (stereo not given)	-12	0
COc1ccc(S(=O)(=O)NC(=O)C2(C)CCN2C(=O)Cc2ccccc2)cc1OC (stereo not given)	6	-3
O=C1C2C3c4ccccc4C(c4ccccc43)C2c2nc3ccccc3n21 (stereo not given)	-7	4
N#Cc1ccc(OCCN2C(=O)NC3(CCSC3)C2=O)cc1 (stereo not given)	3	-17
CCOC(=O)C1(C)NC(c2ccccc2F)C2C(=O)N(CC)C(=O)C21 (stereo not given)	4	-3
CCOC(=O)c1cccc(C2=CC(=O)CC(C)(C)C2)c1	5	-9
COc1ccc(OC)c(CN2CCN(C(=O)CNC(=O)c3ccc(C(C)(C)C)cc3)CC2)c1	3	-3
O=C1C(C=NCc2ccncc2)=C(O)c2ccccc21	26	-33
Cc1ccc(S(=O)(=O)N2CCOCC2)cc1NC(=O)COC(=O)c1cncc(Br)c1	8	1
O=C(O)C1Cc2ccccc2CN1C(=O)c1ccccc1Cl (stereo not given)	9	6
COc1cc(-c2noc(-c3ccco3)n2)cc(OC)c1OC	6	3
COCCNS(=O)(=O)c1ccc2c(c1)Cc1cc(S(=O)(=O)NCCOC)ccc1-2	-12	3
CC(C)NC(=O)CC(=O)N/N=C/c1ccccc1F	-4	-2
CCC(C)(C)n1nnnc1C(c1ccc2ncccc2c1)N1CCCC(C)C1 (stereo not given)	1	1
CN(C)c1ccc(CC(=O)N2CCCC(c3cc(C(=O)Nc4ccccc4)no3)C2)cc1 (stereo not given)	-3	1
O=C(CNC(=O)c1ccc(N2CCCC2=O)cc1)Nc1ccc(F)c(F)c1F	2	1
CC1CCN(S(=O)(=O)c2ccc3ccccc3c2)CC1	-13	20
CCNC(=S)NNC(=O)c1cc(Br)cs1	14	-7
COc1ccc(NC(=O)c2cccc3c2C(=O)N(CC2CCCO2)C3)cc1OC (stereo not given)	5	0
